Screening data deposited in PubChem by Sanford-Burnham Center for Chemical Genomics.
GRIN3A LBD mod = modulates the human NR3A ligand-binding domain; NR3A LBD differential scanning fluorimetry, Tm shift; 0% = protein alone, 100% = glycine-bound protein; 340,000 tested, 2.5% active; Tm shift relative to glycine control, % at 25 µM; AID 1259313;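 active = melting temperature shift of at least 10% of the positive control shift, at one fixed dose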
hIAP inh = human IAP inhibition | 330,000 tested, 0.12% active | P09923 | purified IAP, CDP-Star luminescence, 30 min | inhibition, % at 10 µM;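 active = inhibition reaching a set limit with compound at 10 µM in the primary screen, cut at about 35% in these data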;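 also: plate controls were DMSO wells with enzyme for no effect and no-enzyme buffer wells for full effect; values of inactives mirror those of a sister screen read the other way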
Target sequence (P09923 whole entry, looked up): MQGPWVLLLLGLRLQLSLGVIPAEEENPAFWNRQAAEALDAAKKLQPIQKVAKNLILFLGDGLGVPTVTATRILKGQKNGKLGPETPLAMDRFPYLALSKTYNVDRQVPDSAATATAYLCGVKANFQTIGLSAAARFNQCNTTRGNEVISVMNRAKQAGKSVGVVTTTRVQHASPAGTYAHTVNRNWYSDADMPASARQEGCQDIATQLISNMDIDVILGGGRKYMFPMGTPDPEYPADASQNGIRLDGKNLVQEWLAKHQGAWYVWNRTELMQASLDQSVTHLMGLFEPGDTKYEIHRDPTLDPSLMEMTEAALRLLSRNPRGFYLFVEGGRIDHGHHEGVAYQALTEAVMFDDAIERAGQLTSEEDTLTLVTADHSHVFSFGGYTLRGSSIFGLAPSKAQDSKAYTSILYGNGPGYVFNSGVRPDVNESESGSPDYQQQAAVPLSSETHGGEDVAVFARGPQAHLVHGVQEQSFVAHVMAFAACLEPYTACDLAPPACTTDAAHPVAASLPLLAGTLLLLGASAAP
APOBEC3A inh = inhibitors of human APOBEC3A DNA deaminase; recombinant A3A, FAM/TAMRA ssDNA deamination fluorescence; inhibition, % at 20 µM; 330,000 tested, 0.41% active; AID 493011;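 active = at least 40% inhibition at 20 µM here, with at most 30% in a related deaminase screen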;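 also: plate controls were A3A with DMSO for no effect and wells lacking A3A enzyme for full effect; some results filed as inactive read as strong as hits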
mIAP activ = increases mouse intestinal alkaline phosphatase activity; 330,000 tested, 0.24% active; activation factor at 10 µM; muIAP, CDP-Star luminescence, 30 min; hits give high values; 1 = vehicle-only enzyme signal, 0 = enzyme-free wells;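 active = activation factor of at least 2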; also: the source names both 10 and 20 µM as test concentration; values of inactives mirror those of a sister screen read the other way
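Assay system: mouse IAP enzyme; Reagent: CDP-Star chemiluminescent phosphatase substrate; Compound: DMSO-dissolved test compounds; Incubation: 30 min, room temperature; Technique: luminescence from enzymatic CDP-Star hydrolysis; Controls: DMSO-only wells and no-enzyme negative control.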
mIAP block = mouse IAP inhibition. purified mouse IAP, CDP-Star luminescence, 30 min. inhibition, % at 10 µM. 330,000 tested, 0.2% active. AID 2806;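 active = inhibition of at least 40% at 10 µM in the primary screen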;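 also: plate controls were DMSO with enzyme for no effect and no enzyme wells for full effect; values of inactives mirror those of a sister screen read the other way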
A3G deaminase = inhibitors of human APOBEC3G DNA deaminase | recombinant A3G, ssDNA deamination FAM/TAMRA fluorescence | inhibition, % at 20 µM | 330,000 tested, 0.28% active | AID 493012;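 active = inhibition of at least 40% at 20 µM, with no more than 30% in the related APOBEC3A deaminase screen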;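 also: plate controls were DMSO wells with A3G for no effect and wells lacking A3G enzyme for full effect; some compounds called inactive have numbers as strong as hits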
Target sequence (Q9HC16 whole entry, looked up): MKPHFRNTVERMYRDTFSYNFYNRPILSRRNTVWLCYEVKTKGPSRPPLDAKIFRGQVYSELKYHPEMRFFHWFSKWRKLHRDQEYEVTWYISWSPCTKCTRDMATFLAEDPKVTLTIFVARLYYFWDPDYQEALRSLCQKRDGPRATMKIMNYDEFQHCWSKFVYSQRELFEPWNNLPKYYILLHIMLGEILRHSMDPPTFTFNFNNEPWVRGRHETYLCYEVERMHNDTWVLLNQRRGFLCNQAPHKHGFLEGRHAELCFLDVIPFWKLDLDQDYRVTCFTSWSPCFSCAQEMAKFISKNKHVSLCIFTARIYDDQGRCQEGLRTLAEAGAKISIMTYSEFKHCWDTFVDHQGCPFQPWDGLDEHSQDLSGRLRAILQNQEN
beta cell repl = induces beta-cell replication in MIN6 cells. MIN6 cells proliferation, ATPlite luminescence, 48 h; cells starved in 0.2% serum; 100% = growth in 10% serum. proliferation, % at 10 µM. 330,000 tested, 0.29% active;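 active = compounds whose signal lies at least 3.5 SD above the mean of all wells on their plate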;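 also: 0% = DMSO-treated cells in low-serum medium and 100% = 10% serum control; some compounds called inactive have numbers as strong as hits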
MPTP block = inhibitors of mitochondrial permeability transition pore; isolated mouse mitochondria, Ca2+ swelling absorbance, 30 min; inhibition, % at 10 µM; 360,000 tested, 1.4% active; AID 602449;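 active = inhibition of 50% or more, scaled per plate between neutral and stimulator controls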;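 also: 0% = DMSO wells given calcium and 100% = 1 mM EGTA wells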
hIAP act = increases human intestinal alkaline phosphatase activity; activation factor at 10 µM; P09923; 330,000 tested, 0.16% active; AID 2524; purified human IAP, CDP-Star luminescence, 30 min; hits give high values; 1 = vehicle-only enzyme, 0 = enzyme-free background;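 active = activation factor of the enzyme at least 2-fold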; also: the source names both 10 and 20 µM as test concentration; values of inactives mirror those of a sister screen read the other way
Numbers without * were called inactive; x = no result given. Compounds as they come; any-hit rate near 5%.

SMILES | GRIN3A LBD mod | hIAP inh | APOBEC3A inh | mIAP activ | mIAP block | A3G deaminase | beta cell repl | MPTP block | hIAP act
CN1CCC(=NNC(=O)c2ccc(N(Cc3ccc(Cl)cc3)S(C)(=O)=O)cc2)CC1 | -8 | 9 | 1 | 1 | -3 | 2 | 0 | -1.4 | 0.91
O=C(CC12CC3CC(CC(Br)(C3)C1)C2)Nc1nncs1 | -1 | 3 | -1 | 0.98 | 2 | -12 | 1 | -0.6 | 0.97
Cc1ccc(S(=O)(=O)N2CCCC(C(=O)N(Cc3cccs3)C3CC3)C2)cc1 (centres undefined) | 0 | -2 | 1 | 0.96 | 4 | 1 | -2 | 32 | 1
CCn1c(C)[n+](Cc2ccccc2)c2ccc(Cl)cc21 | 0 | 4 | 60* | 0.97 | 3 | 20 | 1 | -1.6 | 0.96
CCCCN(C(=O)CC(c1ccccc1)c1ccccc1)c1c(N)n(CCC)c(=O)[nH]c1=O | -1 | 4 | 3 | 1 | -3 | 0 | -2 | 5.6 | 0.96
O=C1/C(=C/C=C/c2ccco2)SC(=S)N1NS(=O)(=O)c1ccccc1 | -1 | -22 | 98 | 0.16 | 84* | 91 | -2 | 0.4 | 1.2
c1ccc(Cn2nnnc2C(c2cccs2)N2CCOCC2)cc1 (centres undefined) | 0 | -2 | -2 | 1 | -1 | -3 | -2 | -0.9 | 1
O=C(CCNS(=O)(=O)c1ccccc1C(F)(F)F)N1CCN(C(c2ccccc2)c2ccccc2)CC1 | -6 | -3 | -2 | 0.99 | 1 | -13 | -5 | 0.0 | 1
CCOc1cc(N2CCOCC2)c(OCC)cc1NC(=O)COC(=O)c1c(CC)noc1C | 0 | -4 | 2 | 0.99 | 1 | 11 | -2 | 1.4 | 1
O=C1ON=C(c2ccccc2)/C1=C/c1ccc(O)cc1 | 5 | -12 | 0 | 0.85 | 15 | -4 | -4 | 2.0 | 1.1
COc1cc(C(C)=O)ccc1OC(C)C(=O)Nc1ccc(S(=O)(=O)N2CCCC2)cc1 (centres undefined) | 2 | 4 | 3 | 0.99 | 1 | -8 | 2 | -0.4 | 0.96
C/C(=N\NC(=O)c1nn(C)c(C)c1Br)c1ccc(NC(=O)c2ccccc2F)cc1 | -4 | -3 | 2 | 0.97 | 3 | 4 | -2 | 0.2 | 1
CCN(CC)S(=O)(=O)c1ccc(N2CCOCC2)c(NC(=O)c2ccc(C#N)cc2)c1 | -1 | -1 | -2 | 1.1 | -11 | -7 | -5 | -0.3 | 1
COCCCn1nnnc1SCC(=O)N1c2ccccc2CC1C (centres undefined) | -2 | -9 | -6 | 1 | -3 | -10 | -1 | -1.9 | 1.1
c1ccc(-c2nc3ccccn3c2-c2ccccc2)cc1 | -1 | -2 | 0 | 1 | -4 | -5 | 4 | 2.5 | 1
CCOC(=O)CC1C(=O)NCCN1S(=O)(=O)c1ccc(NC(C)=O)cc1 (centres undefined) | 2 | -7 | -3 | 0.91 | 9 | -7 | 2 | 0.9 | 1.1
COC(=O)CSC1=C(C#N)C(c2ccc(Cl)cc2)C(C(=O)OC)C(=O)N1 (centres undefined) | 3 | -10 | 9 | 0.9 | 10 | 3 | -1 | -3.9 | 1.1
C=CCN(C(=O)Nc1ccc2oc(C)nc2c1)c1ccccc1 | 0 | -15 | 3 | 0.97 | 3 | 1 | 0 | -5.0 | 1.1
COc1ccc(N2CCN(Cc3cc(=O)oc4ccc(C)cc34)CC2)cc1 | 1 | 5 | 1 | 0.94 | 6 | 1 | -2 | -1.8 | 0.95
CC(C)Cn1c(CN2CCN(C)C(CCO)C2)nc2ccccc21 (centres undefined) | 2 | -14 | -1 | 0.95 | 4 | -3 | 1 | 1.4 | 1.1
Cc1ccc(S(=O)(=O)c2nc(-c3ccccc3Cl)oc2N2CCN(C)CC2)cc1 | 0 | -8 | -2 | 0.95 | 5 | -5 | -6 | 1.6 | 1.1
CCC1CC(C(=O)Nc2ccccc2)C(=O)O1 (centres undefined) | -1 | -2 | 3 | 1 | 0 | -4 | -2 | -2.0 | 1
Brc1cccc(-c2n[nH]c(-c3ccccc3)n2)c1 | 5 | -3 | 1 | 0.96 | 4 | 1 | -4 | 0.9 | 1
CN(C)CC#CCOC(c1ccccc1)c1ccccc1 | 0 | -17 | -9 | 1.2 | -22 | -5 | -2 | 9.7 | 1.2
CN(C(=S)Nc1ccc(Oc2ccccc2)cc1)C1CCCCC1 | -30 | 13 | 1 | 1.1 | -9 | 0 | -5 | 46 | 0.87
Cc1ccc(SCC(=O)NC2CCS(=O)(=O)C2)cc1 (centres undefined) | -1 | 2 | -2 | 0.93 | 7 | -3 | -2 | -0.4 | 0.98
Cc1nn(Cc2ccccc2)c(C)c1C(=O)N1CCN(S(=O)(=O)/C=C/c2ccccc2)CC1 | -4 | -9 | 1 | 1 | -5 | -4 | -1 | -2.6 | 1.1
O=C(CSc1nc2ccccc2o1)NC1CCCC1 | -2 | -10 | 2 | 1.1 | -10 | -2 | -2 | 1.0 | 1.1
COc1cc(C(O)CO)ccc1O (centres undefined) | -1 | 9 | 0 | 0.93 | 7 | -4 | -3 | -4.0 | 0.91
Cn1c(=O)c2c(nc(SCc3cccnc3)n2Cc2ccc(F)cc2)n(C)c1=O | -3 | -9 | 2 | 1.1 | -8 | -1 | 1 | 1.0 | 1.1
CCn1nc(C)c(Br)c1-c1nc(CS(=O)(=O)c2ccc(F)cc2)no1 | 0 | -18 | -4 | 0.99 | 1 | -5 | 5 | 5.0 | 1.2
CCOc1ccc(N2CC(C(=O)Nc3ccccc3C(=O)N3CCOCC3)CC2=O)cc1 (centres undefined) | 0 | 3 | -3 | 0.93 | 7 | -16 | 0 | 0.3 | 0.97
O=C(NCC1CCCO1)C1CCN(C2CCN(C(=O)C3CCCCC3)CC2)CC1 (centres undefined) | -2 | 19 | -6 | 0.88 | 12 | -7 | -2 | 1.2 | 0.81
Cc1ccc(NS(=O)(=O)c2ccc(-n3cccn3)cc2)c(C)c1 | -1 | -16 | 9 | 0.88 | 12 | 9 | -3 | 2.3 | 1.2
COc1ccc(-c2c(-c3ccsc3)oc(=O)c3cc(OC)c(OC)cc23)cn1 | 4 | 15 | -4 | 0.94 | 6 | -5 | 2 | -1.1 | 0.85
O=C(Nc1cccc2ccccc12)c1ccc(F)cc1 | 2 | 0 | -1 | 0.96 | 4 | -1 | -3 | 0.3 | 1
COc1ccc(NS(=O)(=O)c2cc(NC(=O)c3cc(F)c(F)cc3Cl)ccc2N2CCOCC2)cc1 | -2 | -2 | -2 | 1 | -2 | -6 | 3 | -0.1 | 1
CCOc1ccc(N(CC(=O)NCC2CCCO2)S(=O)(=O)c2ccc(C)cc2)cc1 (centres undefined) | 0 | -24 | 1 | 1 | -2 | -2 | 0 | -0.8 | 1.2
CCN1CCN(C(=O)/C=C/c2ccc3c(c2)OCO3)CC1 | -2 | -7 | -1 | 1 | -3 | -1 | -1 | -2.1 | 1.1
Cc1ccc(C(=O)NNC(=O)CSc2nc(N)cc(N)n2)cc1 | 0 | -4 | 0 | 0.69 | 31 | 1 | 0 | -1.2 | 1
CC[C@]12c3[nH]c4cc(CCC(=O)N(C)C)ccc4c3CCN1C(=O)[C@@H](CC(=O)NCCCn1ccnc1)C[C@@H]2C(=O)N1CCN(C(=O)C2CC2)CC1 | -3 | x | 2 | 1.1 | -14 | 0 | x | 0.8 | x
CCOC(=O)C1CCN(C(=O)c2cc(S(=O)(=O)N3CCCCC3)ccc2C)CC1 | -2 | 7 | 0 | 1.2 | -20 | 13 | -3 | 0.1 | 0.93
CN(C)CCCN(C(=O)c1ccc(N2C(=O)CCC2=O)cc1)c1nc2c(F)cccc2s1 | -2 | -16 | -3 | 1.1 | -5 | -8 | -1 | -1.1 | 1.2
CCN1CCCC1CNC(=O)CCc1nnc(CCC2CCCCC2)o1 (centres undefined) | 0 | 7 | 0 | 1.1 | -8 | -4 | -2 | -1.9 | 0.93
COc1ccc(N(CC(=O)NCc2ccco2)S(=O)(=O)c2ccc(C)cc2)cc1OC | 0 | 0 | -2 | 1 | -4 | -5 | 1 | 0.0 | 1
Cc1cccc(C)c1NC(=O)CSc1nnc([C@H](C)NC(=O)OC(C)(C)C)o1 | 0 | -1 | -1 | 0.98 | 2 | -1 | 0 | 0.1 | 1
N=c1c2c3c(sc2ncn1Cc1ccco1)CCCCC3 | -3 | -7 | -2 | 0.99 | 1 | 0 | -1 | 1.0 | 1.1
O=C(Nc1cccc2ncccc12)c1ccc(Br)c([N+](=O)[O-])c1 | -5 | 16 | -2 | 0.97 | 3 | -4 | -3 | 5.5 | 0.84
CCCCC1(CO)C(=O)N(c2ccccc2)N(c2ccccc2)C1=O | 0 | -10 | 3 | 1.1 | -6 | -4 | -2 | 1.8 | 1.1
Cc1cc(C)cc(NC(=O)COC(=O)c2ccc3c(c2)OCCO3)c1 | -1 | -2 | 0 | 0.97 | 3 | 1 | -4 | -0.6 | 1
Cc1cc(C)c(C)c(C(=O)COC(=O)CNC(=O)CN2C(=O)c3ccccc3C2=O)c1C | 0 | -21 | -5 | 0.94 | 6 | 1 | -3 | 0.2 | 1.2
CCN(c1ccccc1)S(=O)(=O)c1cc2c(cc1C)n(C)c(=O)c(=O)n2C | 2 | -3 | 0 | 1.1 | -8 | -6 | 4 | 0.6 | 1
CCOC(=O)N1CCN(C(=O)CSc2nnc(Cc3ccccc3)o2)CC1 | 2 | 0 | -3 | 1 | 0 | -6 | 0 | -0.5 | 1
Cc1ccc(S(=O)(=O)NCC(C)n2cncn2)cc1 (centres undefined) | 0 | 18 | -1 | 0.95 | 5 | -5 | 3 | 0.9 | 0.82
COc1ccc(CCN2CC(C(=O)N(C)C3CCOCC3)CCC2=O)cc1 (centres undefined) | -3 | 2 | 4 | 1.1 | -6 | 22 | -2 | -1.1 | 0.98
Cn1c(N)c(S(=O)(=O)c2ccc(Br)cc2)c2nc3ccccc3nc21 | -7 | -3 | 3 | 0.9 | 10 | 1 | -3 | 1.4 | 1
COc1ccc(C(=O)NC(=S)Nc2ccc(N3CCCC3)cc2)cc1OC | 10 | -1 | -9 | 0.82 | 18 | -10 | -2 | 4.6 | 1
COc1ccc(Oc2ccc3c(C(F)(F)F)cc(C(F)(F)F)nc3n2)cc1 | -4 | -6 | 2 | 1 | -4 | 2 | -4 | -0.3 | 1.1
O=C(OCC(=O)N1CCc2ccccc21)c1c2c(nc3ccccc13)CCCCC2 | -24 | 1 | 0 | 0.86 | 14 | 4 | 0 | -1.0 | 0.99
Cc1cccc(Nc2nc(N)c([N+](=O)[O-])c(NCCO)n2)c1 | -1 | 6 | -1 | 0.91 | 9 | -6 | -1 | 3.5 | 0.94
